# Screens deposited in PubChem by several laboratories.
# NSD2 inh: NSD2 (human) methyltransferase inhibition | O96028 | NSD2 peptide methylation, AlphaScreen, 120 min | inhibition, % at 12.5 µM | 0.54% of 310,000 active | AID 743445; in the data active = inhibition above about 50%
# RTF Ca sens inh: cardiac RTF calcium desensitization; P19429+P45379; IANBD-labeled cardiac RTF, Ca2+ fluorescence; inhibition, % at 7.15 µM; 0.12% of 340,000 active;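 active = inhibition above the mean inhibition of all tested compounds plus 3 SD, cut at about 17% in these data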;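 also: assay run at fixed EC70 calcium of 1.6 mM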
# LANA DNA inh: blocks KSHV LANA C-terminal domain binding to DNA. MBP-C-LANA/FAM-LBS DNA binding, fluorescence polarization. inhibition, % at 9 µM. 0.078% of 340,000 active;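 active = highest replicate inhibition at or above 60% at 9 µM, even if other replicates fall short; inactive = all replicates below 60% inhibition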;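 also: 0% = neutral control wells and 100% = 4 µM acridine orange control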
# SR-BI uptake up: SR-BI HDL lipid transfer activation; CHO ldlA[mSR-BI] cells, DiI-HDL uptake fluorescence, 3 h; 100 = double the neutral-control signal; 0.096% of 320,000 active; activation, % at 12.5 µM;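 active = mean replicate activation of at least 60% and every replicate at or above 60%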;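 also: 0% = median plate neutral-control signal and 100% = twice that signal; values of inactives mirror those of a sister screen read the other way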
#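 Material – SR-BI-overexpressing, LDLR-lacking CHO cells · Medium – BSA-supplemented, HEPES-buffered Ham's F12, pH 7.4 · Doses – single concentration · Times – compound with DiI-HDL co-incubation, 3 h at 37 °C · Measured by – bottom-read fluorescence, 550/595 nm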
# Keap1-Nrf2 PPI: inhibitors of human Keap1-Nrf2 protein-protein interaction. Keap1 Kelch-Nrf2 peptide fluorescence polarization, 1536-well. inhibition, % at 9.4 µM. AID 504523. 0.15% of 340,000 active. Q14145; in the data active = inhibition above about 12%;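 also: human Keap1 Kelch domain with fluorescein labeled Nrf2 9mer peptide probe; 0% = neutral control wells and 100% = peptide positive control; higher means more block of Keap1 binding to Nrf2 peptide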
# DAGLB inh: diacylglycerol lipase beta (human) inhibition; 0.059% of 340,000 active; inhibition, % at 5.17 µM; HEK293T DAGLB membrane lysate, EnzChek fluorogenic substrate; AID 504411; in the data active = inhibition above about 34%;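 also: 0% = enzyme with vehicle and 100% = wells lacking enzyme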
# SR-BI HDL uptake: inhibitors of mouse SR-BI mediated HDL lipid uptake; ldlA[mSR-BI] CHO cells, DiI-HDL uptake fluorescence, 3 h; 0.96% of 320,000 active; inhibition, % at 12.5 µM; Q61009;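 active = mean replicate inhibition of at least 70% and a set share of replicates each scoring 70 or more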;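 also: 0% = median of neutral control wells and 100% = median of positive control wells; values of inactives mirror those of a sister screen read the other way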
# Target sequence (Q61009 whole entry, looked up): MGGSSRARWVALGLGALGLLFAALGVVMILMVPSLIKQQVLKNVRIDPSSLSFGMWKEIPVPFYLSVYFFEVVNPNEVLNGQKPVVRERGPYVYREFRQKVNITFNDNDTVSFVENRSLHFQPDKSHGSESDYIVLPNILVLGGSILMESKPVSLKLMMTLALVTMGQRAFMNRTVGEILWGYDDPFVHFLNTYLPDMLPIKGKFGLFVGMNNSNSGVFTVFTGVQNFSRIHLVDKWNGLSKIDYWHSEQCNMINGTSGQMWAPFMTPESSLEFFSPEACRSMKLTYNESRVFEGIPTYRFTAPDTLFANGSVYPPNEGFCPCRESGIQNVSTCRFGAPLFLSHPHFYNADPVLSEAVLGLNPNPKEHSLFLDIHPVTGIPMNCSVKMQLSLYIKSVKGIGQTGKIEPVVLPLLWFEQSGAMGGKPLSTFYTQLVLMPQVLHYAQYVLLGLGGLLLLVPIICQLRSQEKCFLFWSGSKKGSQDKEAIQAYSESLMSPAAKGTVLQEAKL
# PvdQ inh: blocks Pseudomonas aeruginosa PvdQ acylase activity; purified PvdQ acylase, fluorescence plate reader; 0.063% of 340,000 active; AID 488965; inhibition, % at 10 µM; in the data active = inhibition above about 30%, passing the limit was not always enough;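 also: 0% = vehicle neutral wells and 100% = reference inhibitor wells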
# PKA-R2B activ: activators of human PKA-R2B complex; 0.079% of 340,000 active; PKA-R2B holoenzyme dissociation, Cy5-IP20 fluorescence polarization; R2B truncated from residue 108, S112A mutant; 0% DMSO only, 100% 113 µM cGMP; AID 504700; activation, % at 11.4 µM; P22694+P31323;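 active = activation above a cutoff set at the mean over all compounds plus 3 SD, cut at about 18% in these data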;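 also: higher means more holoenzyme dissociation and a rise in polarization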
# Target sequence (P31323 whole entry, looked up, other chains not shown, the tested form may be a part): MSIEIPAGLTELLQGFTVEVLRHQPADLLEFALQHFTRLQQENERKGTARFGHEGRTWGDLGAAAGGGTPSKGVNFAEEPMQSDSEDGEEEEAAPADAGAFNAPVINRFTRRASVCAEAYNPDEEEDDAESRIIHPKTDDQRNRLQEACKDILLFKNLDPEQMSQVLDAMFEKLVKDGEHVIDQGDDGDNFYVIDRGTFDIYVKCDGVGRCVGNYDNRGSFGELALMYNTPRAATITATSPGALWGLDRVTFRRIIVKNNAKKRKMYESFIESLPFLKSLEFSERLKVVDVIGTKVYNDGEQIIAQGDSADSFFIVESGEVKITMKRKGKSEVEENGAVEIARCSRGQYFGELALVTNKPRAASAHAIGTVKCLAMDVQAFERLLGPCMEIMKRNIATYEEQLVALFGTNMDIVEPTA
# Arrestin-AP2 inh: inhibitors of human beta-arrestin and AP2 interaction; FITC-arrestin peptide / GST-AP2 beads, flow cytometry; AP2 beta2 appendage carries R879A mutation; inhibition, % at 10 µM; 0.31% of 340,000 active;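 active = inhibition above a set limit, near 3 SD of compounds lacking own fluorescence, cut at about 54% in these data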;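 also: plate controls were DMSO wells for no effect and 5 µM unlabelled arrestin peptide for full effect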
#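 Test system: GST-tagged AP2 beta2-adaptin appendage (R879A) on 4 µm glutathione beads; also added: fluorescein-tagged arrestin peptide at 50 nM final; timing: 12 min plus 1 h, RT; signal: flow cytometry, FL1 (488/535 nm); read-out: percent drop in bead-associated FITC signal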
# Starred values were filed as active, the others as inactive; . = not tested or not shown. Rows are unselected; about 2.1% have a hit in one of these screens.
SMILES,NSD2 inh,RTF Ca sens inh,LANA DNA inh,SR-BI uptake up,Keap1-Nrf2 PPI,DAGLB inh,SR-BI HDL uptake,PvdQ inh,PKA-R2B activ,Arrestin-AP2 inh
CC1CCN(CC(=O)Nc2nn(-c3ccccc3)nc2C(N)=O)CC1,-2,1,-0.6,8,-5,-1,-8,-13,3,-5
COc1cc(OC)c(C2=NOC(C(=O)Nc3cc(C)nn3-c3ccccc3)C2)cc1Cl (centres undefined),-2,-10,-0.1,-3,5,3,3,-3,-1,-2
O=C(NCCOCCOCCNC(=O)c1ccccc1)c1ccccc1,0,-2,0.6,10,-3,-3,-10,-14,-8,2
CC(C)CN1CCC(=O)N(CCSc2ccccc2)CC1,.,-6,-1.7,-12,0,-2,12,12,0,0
CC(C(=O)Nc1ccc2c(c1)OCCO2)N(c1ccccc1)S(C)(=O)=O (centres undefined),-14,-3,0.8,8,4,0,-8,0,-2,10
CC(C)(C)OC(=O)NCCCCc1cn(CC(=O)N2CCN(C(=O)OC(C)(C)C)CC2)nn1,.,-8,-1.0,7,-1,0,-7,-11,3,9
CCOC(=O)c1c(NC(=O)COC(=O)c2nc(Cl)ccc2Cl)sc(C(=O)N(C)C)c1C,32,2,-0.9,-7,-8,-4,7,-5,-5,-17
Cc1cc(N2C(=O)C(=O)/C(=C(/O)c3ccc(F)cc3)C2c2ccc(Cl)cc2)no1 (centres undefined),-2,0,0.4,26,2,4,-26,-6,-5,-3
CCn1cc(-c2cc(C(=O)O)on2)c(C)n1,0,.,-0.7,-5,2,.,5,-7,.,5
O=C(NCC1CCCCC1)c1cccc(S(=O)(=O)N2CCCC2)c1,-5,0,-0.9,-8,-3,-2,8,-16,-12,-8
COc1cc(CN2CCC(C(=O)N3CCC(C)CC3)CC2)cc(Br)c1O,1,4,-0.5,28,-1,-1,-28,2,2,10
COc1ccc(NC(=S)NC(=O)c2cc3ccccc3o2)c(OC)c1,4,-3,-0.6,16,-1,1,-16,-12,6,7
CCCCn1c(SCC(=O)NCc2ccco2)nc2ccc(N3CCOCC3)cc2c1=O,0,-8,0.1,-1,-3,4,1,-18,-7,19
CN(CC(=O)OCC(=O)NC(=O)c1cccn1C)S(=O)(=O)c1ccc(Cl)cc1,.,-11,0.6,1,4,0,-1,-2,5,9
O=C(COc1ccc(Cl)cc1Cl)Nc1ccccc1NS(=O)(=O)c1cccs1,1,-2,1.6,9,-2,6,-9,9,1,6
COc1cccc(/C=N/Nc2nnc3c(n2)[nH]c2ccccc23)c1OC,1,-22,-1.7,16,-2,1,-16,-18,1,-6
COC(=O)c1cnc(N2CCCN(S(=O)(=O)c3ccccc3)CC2)nc1C(F)(F)F,-5,4,0.4,.,1,-7,.,-3,-1,40
CCSc1c([N+](=O)[O-])c(=O)n(-c2ccccc2)c2ccccc12,.,-3,-1.1,-26,-1,-3,26,-3,4,4
O=C(COC(=O)c1n[nH]c2ccccc12)NC(=O)NC1CCCC1,-2,6,-1.9,-2,-4,-2,2,-7,1,-2
Cn1c(Cc2ccccc2)nnc1SCC(=O)Nc1cccc(S(=O)(=O)NC2=NCCCCC2)c1,-1,-11,0.3,-10,2,-2,10,-18,1,-17
C=CCNC(=O)CNS(=O)(=O)c1ccc(F)cc1,16,-6,1.2,13,4,1,-13,-8,0,5
COc1cc(/C=C(\C#N)C(=O)NC2CCCCC2)ccc1OCc1ccc(C(=O)O)cc1,0,-1,-0.1,-3,3,2,3,-6,1,-1
O=C1NC(=S)SC1=Cc1ccc2c(c1)OCO2,-3,-6,0.6,-6,2,2,6,-1,8,11
CCCC1=NN(c2ccc([N+](=O)[O-])cc2)C(=O)/C1=C/N(C)C,2,2,0.7,37,1,1,-37,18,2,2
COc1ccc(OC)c(/C=N/NC(=O)C(=O)N/N=C/c2cc(OC)ccc2OC)c1,-3,-11,0.7,-49,-3,1,49,-27,4,12
SMILES,NSD2 inh,RTF Ca sens inh,LANA DNA inh,SR-BI uptake up,Keap1-Nrf2 PPI,DAGLB inh,SR-BI HDL uptake,PvdQ inh,PKA-R2B activ,Arrestin-AP2 inh
N#CCCC(CCC#N)(CCC#N)c1cc[n+](CCc2ccccn2)cc1,.,6,-0.9,29,3,2,-29,-3,1,-7
O=C(CCC(=O)OCC(=O)c1cccc([N+](=O)[O-])c1)NC1CCCCC1,-2,3,0.2,4,0,3,-4,-11,5,8
Cc1ccc(C(C)C)c(OCC(=O)OCc2c(C)noc2C)c1,1,3,0.5,-11,-2,-6,11,-13,-4,-4
Cc1ccc2c(c1)c1cccc3c1n2CCN3CCC(N)=O,6,0,-1.7,-49,-1,7,49,-8,-6,9
C=CCNC(=O)c1ccccc1NC(=O)C1COc2ccccc2O1 (centres undefined),0,-1,-0.3,-2,2,-5,2,-11,-2,-9
Cc1ccc(C(=O)N2CCN(S(=O)(=O)c3ccc(C)c([N+](=O)[O-])c3)C2)cc1,2,-13,-0.3,26,0,-8,-26,-15,-2,-14
Cc1ccc(Nc2nc(-c3c(C)n(C)n(-c4ccccc4)c3=O)c(C)s2)cc1,5,1,0.9,10,1,-1,-10,12,-5,1
COc1ccc(N(Cc2cc(=O)[nH]c3ccccc23)C(C)=O)cc1,-3,3,-0.9,11,-8,2,-11,0,-7,13
C=CCc1cc(C(=O)N2CCCCC2)ccc1O,1,-8,-0.5,19,0,-1,-19,1,7,26
CCOC(=O)Cc1csc(NC(=O)c2ccc(S(=O)(=O)N3CCCC3)cc2)n1,-6,-1,15,-10,2,-2,10,-6,-7,1
COc1ccc(C(C)=O)cc1COC(=O)Cc1n[nH]c(=O)c2ccccc12,-4,-7,-0.3,10,-6,-2,-10,6,2,-2
Cc1cccc(NC(=S)NCCc2ccc(S(N)(=O)=O)cc2)c1C,-3,-3,-0.3,1,-3,0,-1,-1,4,7
CCOc1ccc(N(CC(=O)NCCSCc2ccco2)S(=O)(=O)c2ccc(F)cc2)cc1,-1,-12,-3.3,6,-1,-7,-6,-11,-7,-3
CCCCCCCCn1c2c(c(=N)c3ccccc31)CCC2,15,.,-1.5,-6,-4,.,6,-10,.,13
O=C1NC2(CCCCCCC2)C(=O)N1Cc1ccc(F)cc1,-2,0,0.4,1,-1,3,-1,10,-5,19
CC(C)n1c(SCC(=O)Nc2ccccc2N2CCOCC2)nc2c1c(=O)n(C)c(=O)n2C,-1,-1,0.4,-26,-3,-1,26,-14,-11,1
COc1cc(NCCCNC(C)C)c2nccc(C)c2c1,107*,-14,-7.6,-4,4,-2,4,-10,2,-6
C/C(=N\NC(=O)c1cc(Cl)ccc1O)c1ccc(Br)s1,-2,-8,1.1,-10,0,1,10,7,-3,6
O=C(NCc1n[nH]c(=S)n1-c1ccc([N+](=O)[O-])cc1)c1ccc(S(=O)(=O)N2CCOCC2)cc1,-5,-21,-0.2,21,0,-1,-21,1,-9,2
O=C(CC(C(=O)O)c1ccc(Cl)cc1)c1ccc(Cl)c(Cl)c1 (centres undefined),-2,-3,-2.1,-13,-7,6,13,-14,2,6
Cn1cc(C(c2ccccn2)c2cn(C)c3ccccc23)c2ccccc21,0,-30,-0.7,.,-4,0,.,-10,-13,10

# Sorted by count of non-hydrogen atoms (low to high): 12 of the compounds above.
SMILES,NSD2 inh,RTF Ca sens inh,LANA DNA inh,SR-BI uptake up,Keap1-Nrf2 PPI,DAGLB inh,SR-BI HDL uptake,PvdQ inh,PKA-R2B activ,Arrestin-AP2 inh
C=CCc1cc(C(=O)N2CCCCC2)ccc1O,1,-8,-0.5,19,0,-1,-19,1,7,26
C/C(=N\NC(=O)c1cc(Cl)ccc1O)c1ccc(Br)s1,-2,-8,1.1,-10,0,1,10,7,-3,6
COc1cc(NCCCNC(C)C)c2nccc(C)c2c1,107*,-14,-7.6,-4,4,-2,4,-10,2,-6
O=C(CC(C(=O)O)c1ccc(Cl)cc1)c1ccc(Cl)c(Cl)c1 (centres undefined),-2,-3,-2.1,-13,-7,6,13,-14,2,6
Cc1ccc(C(C)C)c(OCC(=O)OCc2c(C)noc2C)c1,1,3,0.5,-11,-2,-6,11,-13,-4,-4
Cc1cccc(NC(=S)NCCc2ccc(S(N)(=O)=O)cc2)c1C,-3,-3,-0.3,1,-3,0,-1,-1,4,7
C=CCNC(=O)c1ccccc1NC(=O)C1COc2ccccc2O1 (centres undefined),0,-1,-0.3,-2,2,-5,2,-11,-2,-9
O=C(CCC(=O)OCC(=O)c1cccc([N+](=O)[O-])c1)NC1CCCCC1,-2,3,0.2,4,0,3,-4,-11,5,8
N#CCCC(CCC#N)(CCC#N)c1cc[n+](CCc2ccccn2)cc1,.,6,-0.9,29,3,2,-29,-3,1,-7
CCOC(=O)Cc1csc(NC(=O)c2ccc(S(=O)(=O)N3CCCC3)cc2)n1,-6,-1,15,-10,2,-2,10,-6,-7,1
CCOc1ccc(N(CC(=O)NCCSCc2ccco2)S(=O)(=O)c2ccc(F)cc2)cc1,-1,-12,-3.3,6,-1,-7,-6,-11,-7,-3
O=C(NCc1n[nH]c(=S)n1-c1ccc([N+](=O)[O-])cc1)c1ccc(S(=O)(=O)N2CCOCC2)cc1,-5,-21,-0.2,21,0,-1,-21,1,-9,2
